Source: PubChem
CAL PDZ FP-1 – CAL PDZ peptide-binding inhibitors, primary screen, biochemical, fluorescence polarization, Cer-tagged CAL PDZ, HTS. Golgi-associated PDZ and coiled-coil motif-containing protein (Homo sapiens), Q9HD26. purified CAL PDZ, TMR-peptide fluorescence polarization, 1 h. inhibition, % at 20 µM. 0.02% of 330,000 active. AID 504414, 2011;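 active means highest replicate inhibition of at least 40%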;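 further: plate controls were DMSO neutral control wells for no effect and unlabeled competitor peptide control wells for full effect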
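Test system: purified CerCALP PDZ construct; Compound dosing: one concentration, 20 µM compound; Also added: TMR-labelled reporter peptide T*-PRC34 bound in PDZ groove; Read-out: inhibition from polarization loss; Controls: unlabelled peptide and DMSO controls; Signal: FP readout, S and P plane fluorescence; Incubation: 1 h at RT.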
dFosB activator – activators of delta FosB homodimer, primary screen, biochemical, fluorescence polarization, TAMRA-CDK5 oligo, single point; purified delta FosB; percent of positive-control signal above neutral wells; activation, % at 25 µM; Protein FosB (Mus musculus), P13346; 0.99% of 340,000 active;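 active means mean activation above about 17%, with every replicate also reaching it, limit read from the data, passing the limit was not always enough; inconclusive means only one of the two conditions met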;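 further: fluorescence polarization rise as delta FosB binds a TAMRA Cdk5 AP-1 oligo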
Tat export inh – E. coli Tat export inhibitors, primary screen, MC4100, TorA-mCherry reporter, fluorescence, single point; 0.036% of 340,000 active; inhibition, % at 10 µM; AID 488895, 2010;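 active means mean replicate inhibition at least 50% and at least half of replicates individually reaching 50%; inconclusive means only one of the two criteria met; inactive means neither criterion met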;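 further: exported cargo escapes ClpAP degradation while cytoplasmic cargo is degraded and loses fluorescence; 0% = median of neutral control wells and 100% = median of NaSCN control wells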
CDK5 inh – inhibitors of human CDK5/p35 kinase, primary screen, biochemical, single concentration. Cyclin-dependent kinase 5 (Homo sapiens) + Cyclin-dependent kinase 5 activator 1 (Homo …. Recombinant CDK5/p35, ADP-Glo luminescence, 60 min. inhibition, % at 10 µM. 0.01% of 330,000 active. AID 488839, 2010;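 active means highest replicate inhibition of at least 50% and at least 75% of replicates reaching 50%; inconclusive means only one of the two criteria met; inactive means both criteria failed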;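 further: plate controls were DMSO neutral control for no effect and GW8510 at 10 µM for full effect; many of its hits are not listed in these tables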
Target sequence (Q00535 whole entry, looked up): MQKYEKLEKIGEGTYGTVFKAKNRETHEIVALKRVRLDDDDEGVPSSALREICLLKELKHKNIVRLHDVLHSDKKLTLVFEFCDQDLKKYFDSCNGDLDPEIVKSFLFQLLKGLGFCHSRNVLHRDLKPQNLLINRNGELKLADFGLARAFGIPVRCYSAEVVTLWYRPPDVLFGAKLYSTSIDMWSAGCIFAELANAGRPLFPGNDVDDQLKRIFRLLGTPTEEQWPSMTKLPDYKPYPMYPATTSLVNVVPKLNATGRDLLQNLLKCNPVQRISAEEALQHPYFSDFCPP
Target sequence (Q15078 whole entry, looked up): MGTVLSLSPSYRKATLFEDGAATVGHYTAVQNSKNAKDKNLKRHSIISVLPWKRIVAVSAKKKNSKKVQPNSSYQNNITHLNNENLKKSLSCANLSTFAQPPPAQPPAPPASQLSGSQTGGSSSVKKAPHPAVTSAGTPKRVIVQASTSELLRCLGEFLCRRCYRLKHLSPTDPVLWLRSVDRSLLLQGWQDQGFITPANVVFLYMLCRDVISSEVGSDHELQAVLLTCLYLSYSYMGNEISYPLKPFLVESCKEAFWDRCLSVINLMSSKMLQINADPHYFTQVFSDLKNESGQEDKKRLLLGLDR
Rtt109 HAT inh – inhibitors of C. albicans Rtt109/Vps75 HAT, primary screen, biochemical, ThioGlo CoA-SH fluorescence, plate reader. purified Rtt109/Vps75, 4 h. 0.16% of 330,000 active. inhibition, % at 34.9 µM;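 active means inhibition of at least 50% in every replicate; inconclusive means best replicate reaches 50% inhibition but some replicates fall short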
Target sequence (Q5AAJ8 whole entry, looked up): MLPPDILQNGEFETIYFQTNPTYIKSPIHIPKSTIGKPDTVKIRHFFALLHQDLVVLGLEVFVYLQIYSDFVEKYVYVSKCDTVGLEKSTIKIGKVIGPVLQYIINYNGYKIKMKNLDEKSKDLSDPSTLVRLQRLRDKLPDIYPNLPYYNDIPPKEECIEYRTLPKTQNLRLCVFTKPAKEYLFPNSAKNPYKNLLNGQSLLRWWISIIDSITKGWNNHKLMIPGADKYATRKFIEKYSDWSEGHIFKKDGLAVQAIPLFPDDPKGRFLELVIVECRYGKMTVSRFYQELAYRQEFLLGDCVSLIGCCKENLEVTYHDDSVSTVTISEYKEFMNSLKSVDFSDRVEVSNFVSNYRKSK
MITF act – activators of MITF-driven TRPM1 promoter reporter, primary screen, cell-based, SK-MEL-5, luciferase, single point. AID 588334, 2011. SK-MEL-5 TRPM1-promoter luciferase, 24 h; % of positive control, neutral wells = 0. activation, % at 12.5 µM. 0.75% of 300,000 active;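 active means mean activation of at least 80% with every replicate also reaching 80%; inconclusive means mean reaches 80% but some replicate falls short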;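 further: 0% = neutral control wells and 100% = parthenolide positive control wells; values of inactives mirror those of a sister screen read the other way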
Wnt bcat act – Wnt/beta-catenin pathway activators, primary screen, cell-based, plate reader, single point; Wnt/beta-catenin reporter cell assay, activator; activation, % at 9.35 µM; 1.2% of 300,000 active; in the data active means activation above about 30%, passing the limit was not always enough; inconclusive means no clear call, values can overlap the other calls;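 further: 0% = neutral control wells and 100% = positive control wells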
cardiac RTF act – cardiac RTF calcium sensitivity activators, primary screen, biochemical, IANBD-TnC fluorescence, EC20 calcium. IANBD-labeled TnC RTF fluorescence at EC20 calcium; 0% EC20 calcium, 100% full calcium. activation, % at 7.2 µM. 0.24% of 340,000 active. AID 493008, 2010;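 active means activation above the mean over all tested compounds plus 3 SD, cut at about 30% in these data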;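 further: rise in fluorescence read as greater calcium sensitivity of cardiac thin filaments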
V-ATPase pHluor – regulators of yeast V-ATPase proton pumping, primary screen, pHLuorin cytosolic pH fluorescence. S. cerevisiae. response, % at 10 µM. 0.37% of 350,000 active. AID 504577, 2011; in the data active means response mostly above about 7.3%, no sharp cut-off; inactive means mostly below about 5.4%; further: actives read high; inactives centre near 0; some compounds called inactive have numbers as strong as hits
CAL PDZ FP-2 – untagged CAL PDZ binding inhibitors, primary screen, biochemical, fluorescence polarization, HTS. AID 602252, 2012. inhibition, % at 24.9 µM. Golgi-associated PDZ and coiled-coil motif-containing protein (Homo sapiens), Q9HD26. purified CAL PDZ, TMR-peptide fluorescence polarization, 1 h. 0.92% of 300,000 active;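 active means mean inhibition of at least 30% with at least half of replicates also reaching 30%; inconclusive means no clear call, values can overlap the other calls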;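 further: 0% = DMSO neutral control and 100% = excess unlabeled competitor peptide PRC23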
The depositor's hits bear a star; ? = inconclusive; . = not tested or not shown.

SMILES | CAL PDZ FP-1 | dFosB activator | Tat export inh | CDK5 inh | Rtt109 HAT inh | MITF act | Wnt bcat act | cardiac RTF act | V-ATPase pHluor | CAL PDZ FP-2
CC(C(=O)Nc1ccccc1C(=O)N1CCOCC1)N(c1ccccc1)S(C)(=O)=O (stereo unspecified) | 0.6 | -4 | -10 | 0.6 | 1 | 7 | -3 | 8 | 1 | -1
Cc1ccccc1N1CC(C(=O)N2CCc3ccccc32)CC1=O (stereo unspecified) | -1.5 | -7 | -7 | 0.2 | -22 | -9 | -1 | -5 | 2 | -1
CCc1cc(-c2[nH]ncc2-c2ccc(OC)cc2)c(O)cc1O | 0.3 | 1 | 4 | 1.8 | 2 | -2 | 0 | -11 | -2 | -3
CC1=NOC(=O)/C1=C/c1ccc(-c2ccc(Cl)cc2)o1 | -0.1 | -48 | -12 | 4.3 | -7 | -99 | . | 1 | 0 | 3
Oc1ccc[n+](CCCCC[n+]2cccc(O)c2)c1 | 0.4 | 1 | 11 | 0.0 | -5 | 1 | 1 | 1 | 3 | 1
CC12CNCC(C)(CN(C(c3ccccc3)c3ccccc3)C1)C2 | -0.4 | -6 | 9 | -0.2 | ? | 1 | . | -1 | 5 | -2
CCCCNS(=O)(=O)/C=C/c1ccccc1 | -0.6 | -3 | -3 | 0.2 | 0 | 17 | -2 | 6 | -1 | .
COc1ccccc1CNC(=O)c1sccc1C | -0.1 | 1 | 2 | -0.2 | -1 | 22 | -3 | -7 | 2 | -9
CC1(C)Cc2cccc(OCC(O)CN3CCN(c4ccccn4)CC3)c2O1 (stereo unspecified) | . | -14 | -1 | -0.1 | 0 | 1 | -2 | -8 | -2 | -3
CC1(C)Cc2ccccc2-c2nc(NCCO)n(-c3ccccc3)c(=O)c21 | -2.6 | -4 | 2 | 1.4 | -4 | 5 | -2 | -2 | 1 | -5
COc1ccc(N(CC(=O)N2CCN(c3cccc(Cl)c3)CC2)S(=O)(=O)c2c(C)noc2C)cc1 | -1.9 | -15 | 11 | -0.1 | 0 | -8 | -3 | 3 | 3 | -2
C=CCN(CC=C)C(=S)Nc1ccc2nsnc2c1 | -0.5 | -6 | 0 | -0.8 | . | 7 | -1 | -1 | 0 | 2
CCOC(=O)N1CCC(NCc2c(C(=O)N(C)Cc3ccccc3)nc3ccccn23)CC1 | -2.5 | -6 | -1 | 5.0 | . | -5 | 0 | -1 | 1 | -3
Cc1cccc(N2CC(C(=O)NCCC3=CCCCC3)CC2=O)c1C (stereo unspecified) | -3.0 | -6 | -12 | 0.0 | 18 | 5 | -1 | -9 | -6 | 0
CCOc1ccc(CC(=O)N2CCC3(CC2)NCCc2[nH]cnc23)cc1 | 0.8 | -3 | 1 | 0.9 | -8 | 5 | -1 | 2 | -3 | -5
O=C(CCN1CCCCCC1)Nc1ccc(F)cc1 | -1.9 | -7 | 4 | -0.9 | 3 | -17 | 2 | -5 | 0 | -1
CCN(CC)S(=O)(=O)c1ccc(N2CCCC2)c(NS(=O)(=O)c2ccccc2)c1 | -2.4 | 2 | 22 | -2.1 | 1 | -2 | . | -6 | -1 | -2
COc1ccc(-c2nc(N)n[nH]2)cc1OC | -0.3 | 2 | 2 | 1.0 | 8 | 0 | -2 | -6 | -2 | -5
CCC1(C)Cc2ccccc2-c2c1c(=O)n(-c1ccc(C)cc1)c1nnnn21 (stereo unspecified) | -3.0 | 0 | -3 | -0.5 | 0 | 1 | . | 6 | -1 | -5
CCN(CC)C(=O)c1c(Cl)nc(C)c([N+](=O)[O-])c1C | -0.7 | -3 | 3 | 0.3 | 3 | -1 | -7 | -7 | 5 | -7

Single values from the list:
Cc1ccccc1N1CC(C(=O)N2CCc3ccccc32)CC1=O (stereo unspecified) @ CAL PDZ FP-2: -1
CCOc1ccc(CC(=O)N2CCC3(CC2)NCCc2[nH]cnc23)cc1 @ dFosB activator: -3

New compounds follow
SMILES | CAL PDZ FP-1 | dFosB activator | Tat export inh | CDK5 inh | Rtt109 HAT inh | MITF act | Wnt bcat act | cardiac RTF act | V-ATPase pHluor | CAL PDZ FP-2
COc1ccc(C(CCNCc2ccc(N(C)C)cc2)c2ccccc2OC)cc1 (stereo unspecified) | -0.5 | 7 | -5 | 1.7 | 4 | . | -2 | -4 | -3 | 1
COc1ccc(C(CNS(=O)(=O)c2ccc(C)cc2)N2CCN(C)CC2)cc1 (stereo unspecified) | -0.9 | 4 | -2 | -3.8 | -1 | 10 | 0 | 9 | -1 | -2
O=C(CN1CCCCC1)Nc1cccc(-n2cnnn2)c1 | -0.5 | -4 | -7 | 1.1 | 6 | 10 | . | -1 | 0 | -9
CCN1C(=O)c2ccccc2Sc2ccc(C(=O)NCCCN3CCOCC3)cc21 | -2.1 | -10 | 0 | -0.5 | -6 | -5 | -2 | -7 | -2 | -1
CC(=O)C1=C(O)C(=O)N(CCO)C1c1ccccc1 (stereo unspecified) | -2.0 | -1 | 10 | 2.3 | 26 | 3 | 1 | -1 | -2 | -1
Cn1c(SCc2ccc(Br)cc2)nc2ccccc2c1=O | 1.0 | -4 | -1 | 1.4 | 0 | . | -4 | 5 | -2 | 4
O=C(Nc1cccnc1)c1ccc(-c2ccccc2)cc1 | -3.0 | 0 | -4 | -0.9 | -1 | 65 | -4 | 0 | -1 | -3
NC(=S)NC1CCS(=O)(=O)C1 (stereo unspecified) | 0.4 | -3 | -1 | -0.2 | -4 | 5 | 0 | 4 | 2 | -2
CN1C(=O)N(C)C2C1N(CN1CCCCC1)C(=O)N2CN1CCCCC1 (stereo unspecified) | -0.4 | -2 | -2 | 0.7 | -10 | . | 1 | 2 | 3 | .
CC(=O)N1N=C(c2ccc(C)cc2)OC1c1cccnc1 (stereo unspecified) | -2.9 | -1 | 10 | -2.4 | -5 | 21 | 10 | -2 | -1 | 2
CCn1c(SCc2nc3cc(OC)c(OC)cc3c(=O)[nH]2)nnc1-c1ccncc1 | -0.5 | -12 | -6 | -1.0 | 3 | -14 | . | 3 | -1 | 6
CC(C)CC1(C)NC(=O)NC1=O (stereo unspecified) | 0.9 | 3 | -2 | -0.7 | 0 | -3 | -2 | 5 | 2 | -3
O=C(CSc1nccn(-c2ccc(F)c(F)c2)c1=O)NC1CCCC1 | -0.7 | -16 | -7 | -6.4 | -88 | 5 | 1 | 3 | -5 | .
COc1ccc(Nc2nc(C)nc3c2nnn3Cc2ccccc2)cc1OC | 0.0 | -3 | 9 | -0.7 | 3 | -16 | -2 | 5 | 0 | -1
CCCSc1ccc([C@@H]2[C@@H]3C(=O)N(CC)C(=O)[C@@H]3[C@]3(C(=O)OC)CCCCN23)cc1 | 0.0 | -4 | 16 | 0.1 | -7 | 2 | -5 | -8 | 1 | 7
Cc1ccc2nc(NC(=O)C3CCN(c4ncnc5sc(C)c(C)c45)CC3)sc2c1 | -2.3 | 0 | -4 | -1.9 | 27 | -27 | . | -2 | -2 | 9
COc1ccc2c(c1OC)C(=O)N1C2SC(C)(C)[C@H]1C(=O)NC1CC1 (stereo partly specified) | -0.1 | 2 | 3 | -2.4 | 4 | -11 | 0 | -4 | 2 | -1
O=C(CCN1C(=O)c2cccnc2C1=O)NC1CCCCCC1 | -1.4 | -6 | 2 | 0.5 | -6 | 1 | . | -4 | 2 | -2
O=C(COC(=O)Cc1c(F)cccc1Cl)NCc1ccc2c(c1)OCO2 | -0.8 | -7 | 1 | -2.9 | 1 | -3 | 0 | -3 | 2 | -2
Cc1ccc(C(O)c2cccnc2)o1 (stereo unspecified) | -0.5 | 0 | 3 | -1.0 | -3 | -5 | 2 | 6 | 1 | -5
O=C(Nc1cccnc1)c1cc(-c2cc(Cl)ccc2O)n[nH]1 | -3.0 | 14 | 6 | 0.3 | 21 | ? | 38* | -1 | 0 | 15
COCc1ccc([C@@H]2C[C@H]3CN(Cc4ccccc4C)C(=O)[C@]34CCCN24)o1 | -2.6 | -7 | 4 | 0.6 | 2 | 21 | 1 | 1 | -1 | 0
O=C(CN1CCOCC1)Nc1ccc(Br)cn1 | 0.0 | -3 | -3 | -1.4 | 9 | -1 | . | 4 | 2 | 2
CCCN(CCC)Cc1c(C(=O)N/N=C/c2ccco2)nnn1-c1nonc1N | -2.4 | -17 | 0 | 3.1 | 1 | 0 | -2 | -1 | -4 | -3
COc1ccc(CCN(C)C2CCCN(C(=O)CCSC)C2)cc1OC (stereo unspecified) | -1.0 | -3 | -10 | -1.4 | 0 | . | 2 | 2 | 1 | -9
O=C(Nc1nnc(-c2ccccc2)o1)c1cc(Cl)sc1Cl | -1.2 | -7 | -5 | 0.1 | 0 | 1 | 0 | 1 | -1 | -4
CN1CC(c2ccccc2Cl)C2(COc3ccccc3C2=O)C12C(=O)Nc1ccccc12 (stereo unspecified) | -1.0 | -8 | ? | -1.5 | -7 | -6 | -3 | 1 | 2 | 1
COCc1cc(C)nc(SCC[N+](C)(C)CC(=O)Nc2ccccc2)c1C#N | 1.3 | -9 | 10 | -1.9 | -1 | 9 | -1 | 12 | 0 | -4
COCCc1nc2ccc(C(=O)N3CCCC(CCCO)C3)cc2o1 (stereo unspecified) | -1.6 | -1 | -3 | -0.8 | -3 | 1 | -1 | 1 | 0 | -6
CC1CCCC(NC(=O)NC(=O)COC(=O)C2=NN(c3ccccc3)C(=O)CC2)C1C (stereo unspecified) | -0.2 | -17 | -9 | -2.2 | 6 | 9 | -1 | 0 | 3 | -1
O=C(NC1CCN(Cc2ccccc2)CC1)C1CCN(c2nnc(-n3cccc3)s2)CC1 | -0.3 | 0 | -1 | -2.3 | -4 | -8 | -2 | -5 | -1 | -4
Cc1ccc2nc(NC(=O)C3CCN(S(=O)(=O)c4cccs4)CC3)sc2c1 | . | 33* | 5 | -1.8 | 4 | -22 | . | 0 | 2 | .
O=C1OCCC1Sc1nc2ccccc2c(=O)n1Cc1ccc(F)cc1 (stereo unspecified) | -0.7 | -2 | 4 | 0.7 | -4 | -4 | -3 | -1 | -1 | -1
CCc1cc(=O)n2c([nH]c3ccccc32)c1C#N | -2.7 | -18 | 4 | 1.7 | 0 | 0 | . | 16 | -4 | -3

Entries listed above printed as active in dFosB activator.
SMILES | CAL PDZ FP-1 | dFosB activator | Tat export inh | CDK5 inh | Rtt109 HAT inh | MITF act | Wnt bcat act | cardiac RTF act | V-ATPase pHluor | CAL PDZ FP-2
Cc1ccc2nc(NC(=O)C3CCN(S(=O)(=O)c4cccs4)CC3)sc2c1 | . | 33* | 5 | -1.8 | 4 | -22 | . | 0 | 2 | .

Not a hit list. Share with any hit: about 4.1%.
